# TAG inh – inhibitors of triacylglycerol accumulation, primary screen, cell-based, uHTS, fluorescence, H9c2. 230,000 tested, 0.66% active. inhibition, % at 12.5 µM. H9c2 cells, Nile Red lipid (TAG) fluorescence; cells loaded with 200 µM oleic acid. AID 651582, 2012;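 active = pattern-corrected inhibition of lipid staining of at least 50% with the nuclear-stain viability signal not falling by more than 50%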;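 note: 0% = DMSO wells and 100% = triacsin C control wells; some results filed as inactive read as strong as hits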
# TAG inh DAPI viability – also measured in TAG inh; calls as there; DAPI nuclei signal change (viability), lower = more cytotoxic, %;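 whole-well DAPI fluorescence read on a plate reader as a viability signal; minus 50 percent equals half of cells still viable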
# * = called active by the depositor; i = inactive. An excerpt; the hit share may differ from the screen's.
SMILES,TAG inh,TAG inh DAPI viability
CC12C=CC(=O)C=C1CCC1C3CCC(O)(C(=O)CO)C3(C)CC3OC312 (configuration not stated),-3,1
N#Cc1c(-c2ccccc2)nc(SCC(=O)N2c3ccccc3Sc3ccccc32)[nH]c1=O,0,11
CS(=O)(=O)N(CC(=O)NCC1CCCO1)c1cccc(Cl)c1 (configuration not stated),11,-8
Cc1ccc(C(=O)NC(=S)N(C)C2CCCCC2)cc1Br,-13,0
O=C(C1=C[C@@H](C2CC2)C[C@@H](OCCCCO)O1)N1CCOCC1,11,8
CCC(=O)Nc1cccc(C(=O)/C=C/c2ccccc2)c1,-2,-17
COc1cccc(C(=O)NNC(=O)CCC(=O)O)c1,3,9
O=C(COC(=O)/C=C/c1ccc2c(c1)OCO2)Nc1ccccc1,-3,6
Oc1c(Br)cc(Br)cc1/C=N/c1nccs1,11,-13
CCN(CC)S(=O)(=O)c1ccc(NC(=O)c2ccc(Sc3nncn3C)c([N+](=O)[O-])c2)cc1,3,-1
CN1CCN(C(=S)SCC(=O)N2CCCc3ccccc32)CC1,3,2
COC(=O)CSc1nc(-c2ccccc2)cc(-c2ccco2)c1C#N,4,-8
CCSC(=O)N=Nc1ccc(O)cc1,-9,10
O=S1(=O)C=CC(c2ccccc2)C1 (configuration not stated),7,-9
COc1ccc(-c2ccc(SCC(=O)NC3CCCC3)nn2)cc1OC,22,-7
Cc1cccc(CC2CC(=O)N(c3ccc([N+](=O)[O-])cc3)C2=O)c1 (configuration not stated),12,-9
CCc1nc(-c2ccc(-c3ccc(OC)cc3)nc2OC)no1,4,32
CCC(C)NC(=O)c1cc(C)no1 (configuration not stated),3,-3
COc1ccc(C(C)=O)cc1COc1ccc(Cl)cc1Cl,1,2
O=C(O)CCCCCCNC(=O)c1cncc(O)c1,1,1

# Laid out differently: entries from further up
canonical_smiles	TAG inh	TAG inh DAPI viability
Oc1c(Br)cc(Br)cc1/C=N/c1nccs1	11	-13
CCN(CC)S(=O)(=O)c1ccc(NC(=O)c2ccc(Sc3nncn3C)c([N+](=O)[O-])c2)cc1	3	-1
CN1CCN(C(=S)SCC(=O)N2CCCc3ccccc32)CC1	3	2
COC(=O)CSc1nc(-c2ccccc2)cc(-c2ccco2)c1C#N	4	-8
CCSC(=O)N=Nc1ccc(O)cc1	-9	10
O=S1(=O)C=CC(c2ccccc2)C1 (configuration not stated)	7	-9
COc1ccc(-c2ccc(SCC(=O)NC3CCCC3)nn2)cc1OC	22	-7

# Returning to the listing, starting seven compounds before the break.
SMILES,TAG inh,TAG inh DAPI viability
O=S1(=O)C=CC(c2ccccc2)C1 (configuration not stated),7,-9
COc1ccc(-c2ccc(SCC(=O)NC3CCCC3)nn2)cc1OC,22,-7
Cc1cccc(CC2CC(=O)N(c3ccc([N+](=O)[O-])cc3)C2=O)c1 (configuration not stated),12,-9
CCc1nc(-c2ccc(-c3ccc(OC)cc3)nc2OC)no1,4,32
CCC(C)NC(=O)c1cc(C)no1 (configuration not stated),3,-3
COc1ccc(C(C)=O)cc1COc1ccc(Cl)cc1Cl,1,2
O=C(O)CCCCCCNC(=O)c1cncc(O)c1,1,1
CCOC(=O)N1CCC(Nc2c(NCCCN(CC)c3cccc(C)c3)c(=O)c2=O)CC1,3,-11
COc1ccc(CC(=O)OCC(=O)c2ccc[nH]2)cc1,-24,-2
O=C(Nc1cc(S(=O)(=O)N2CCOCC2)ccc1N1CCOCC1)c1c(F)cccc1Cl,-1,2
CCOC(=O)N1CCN(C(=O)c2ccc(N3C(=O)c4ccccc4C3=O)cc2)CC1,-5,4
CCc1nc2ccc(C(=O)NCCc3c[nH]c4ccccc34)cn2c1N(C)CCCc1ccccc1,21,-2
CC1(c2ccccc2)NC(=O)N(CC(=O)N(CC(=O)Nc2ccccc2C(F)(F)F)Cc2ccco2)C1=O (configuration not stated),-5,-5
CC(C)CC(NC(N)=O)C(=O)OCC(=O)Nc1ccc(SC(F)F)cc1 (configuration not stated),15,-7
CCOC(=O)C1(Cc2cccc(Cl)c2)CCCN(CCO)C1 (configuration not stated),-13,14
COc1ccccc1C(=O)N/C(=C\c1ccccc1)C(=O)NC(C)C(=O)O (configuration not stated),-6,1
CN(C)C(CNC(=O)NC1CCCCC1)c1cccnc1 (configuration not stated),-5,-2
COc1cc(Cl)c(C)cc1NC(=O)c1ccccc1-n1cnnn1,10,-8
O=C(NNc1ccccn1)C(=O)NNS(=O)(=O)c1ccc(F)cc1,0,-10
O=c1[nH]c(SCc2ccccc2F)nc2ccccc12,-9,10
CCCCNC(=O)CNC(=S)N(Cc1ccccc1F)C1CCCCC1,-16,1
CCN(CC(=O)Nc1ccc2c(c1)OCCO2)C(=O)c1ccc(C(F)(F)F)cc1,-6,1
COc1ccc(CCNC(=O)COc2coc(CN3c4ccccc4CC3C)cc2=O)cc1OC (configuration not stated),14,-4
CC1CN(c2ccc([N+](=O)[O-])cc2C#N)CC(C)O1 (configuration not stated),-6,3
CCOc1ccc(Cc2nnc(SCC(=O)Nc3ccccc3)n(N)c2=O)cc1,50*,4.5*
Cc1ccc(N=C2NC(=O)/C(=C/c3cccn3C)S2)cc1C,3,-8
COc1cccc2sc(NNC(=O)c3nc4ccccc4s3)nc12,14,-12
CCCCn1c(N)c(N(CC(C)C)C(=O)c2c(CC)noc2C)c(=O)[nH]c1=O,-14,5
CCCCNc1nc2ccccc2n1CC(=O)N1CCc2ccccc2C1,-10,14
Cc1ccc(/C=N/NC(=O)C(NC(=O)c2ccccc2)c2n[nH]c(=O)c3ccccc23)cc1 (configuration not stated),-6,9
O=C(NCc1ccco1)c1ccc2c(=O)n(CCC3=CCCCC3)c(=O)[nH]c2c1,8,-19
Cc1ccnc(NC(=O)CCC(=O)N(CC(=O)NCCc2ccccc2)Cc2ccco2)c1,-4,-7
CC(=O)Nc1cccc(/C(C)=N/Nc2nc3ccccc3s2)c1,21,-3
CC1(C)N=C(N)N=C(N)N1c1cccc(CC(=O)Nc2ccccc2)c1,-4,10
Cn1c(CNC(=O)c2ccc(F)cc2)nc2ccccc21,-7,10
NC(=O)c1ccc(NC(=O)Nc2ccc3c(c2)OCO3)cc1,-9,-2
Cc1ccsc1C(=O)NCC(=O)OCc1ccccc1,11,-9
CCOc1ccc(N2C(=O)Nc3ccccc3C2(O)C(=O)NCc2ccc(C)cc2)cc1 (configuration not stated),15,-15
N#Cc1c2n(c(=S)n(-c3ccccc3[N+](=O)[O-])c1=O)CCCCC2,1,-3
CN(Cc1cccs1)C(=O)c1ccc(S(=O)(=O)NCc2ccco2)cc1,6,1
N#CC(C#N)=C1c2cc(S(N)(=O)=O)ccc2-c2ccc(S(N)(=O)=O)cc21,7,i
Cc1ccnc(Nc2nc(-c3sc(C)nc3C)cs2)c1,6,-9
COc1cc2nc(CN3CCN(S(=O)(=O)c4ccc(C)c(C)c4)CC3)[nH]c(=O)c2cc1OC,1,-2
CC(=C\C(=O)O)/C(=C/c1ccco1)C(=O)O,8,0
CCOc1ccc(N2C(=O)c3cccnc3C2Nc2ccc(C)c(C)c2)cc1 (configuration not stated),5,10
Cc1cccc(-n2c(C)cc(C(=S)N3CCOCC3)c2C)c1C,2,5
O=C(Nc1cccc2ccccc12)NC1CC1,-9,7
C/C=C/c1ccc(OCCCCN2CC(C)CC(C)C2)c(OC)c1 (configuration not stated),-15,20
N#CCC(=O)N/N=C/c1cc([N+](=O)[O-])ccc1N1CCOCC1,-3,7
CN(C)/N=C1\CCS(=O)(=O)c2sccc21,-1,-5
O=C(COC(=O)CSc1nnc(-c2ccc(Cl)cc2)o1)Nc1cc(Cl)ccc1Cl,-5,2
Cc1ccc(C)c(-n2cc(CNC(C)Cn3cncn3)c(-c3ccccc3)n2)c1 (configuration not stated),3,11
Cc1cccc(OCCC(=O)Nc2ccc(N3CCOCC3)cc2N2CCOCC2)c1,15,-2
O=C(O)c1ccccc1C(=O)N1CCN(S(=O)(=O)c2cccc(C(F)(F)F)c2)CC1,-9,7
COc1ccc(NC(=O)C2(C)Cc3c(-c4ccc(NC(C)=O)cc4)ccnc3O2)cc1OC (configuration not stated),-1,6
O=C(C=Cc1ccc2c(c1)OCO2)c1ccccc1,-1,3
CN(C)c1ccc(/C=N/n2c(-c3ccccc3Br)n[nH]c2=S)cc1,0,-5
COc1ccc(NC(=O)c2ccc([N+](=O)[O-])o2)cc1,88,-73
CC(=O)Nc1c(Cl)cc2c(c1Cl)Cc1cc(C#N)ccc1-2,20,16
Cc1ccc(N(CC(=O)N/N=C/c2cccnc2)S(=O)(=O)c2ccccc2)cc1,-3,-5
O=C(c1ccco1)N1CCN(C(=S)Nc2ccccc2C(F)(F)F)CC1,-9,1
COc1ccc(-c2cc(-c3cccnc3)c(C#N)c(N)n2)cc1,-4,i
CCN(Cc1ccccc1)C(=O)Cn1c(=O)oc2ccccc21,-19,5
COCCNc1nc2c(c(=O)n(C)c(=O)n2C)n1Cc1cccc(C(F)(F)F)c1,-35,3
OCc1nc2ccccc2n1CC(O)COc1ccccc1 (configuration not stated),-5,10
COc1ccc(NC(=O)c2c(C)noc2C)cc1S(=O)(=O)N1CCCCC1,12,-7
Cc1ccc(S(=O)(=O)Nc2cc(S(=O)(=O)N3CCOCC3)ccc2NCC2CCCO2)cc1 (configuration not stated),-7,0

# Following part:
SMILES,TAG inh,TAG inh DAPI viability
CC(N)c1csc(Nc2nncc3ccccc23)n1 (configuration not stated),23,-2
CCCC12CN3CCN(CC(C3)/C1=N\NC(=O)c1ccccc1Cl)C2,19,-8
O=C(Nc1cc(Cl)cc(Cl)c1)N1CCN(C(=O)C2CCCO2)CC1 (configuration not stated),6,-6
CSCCC(NS(=O)(=O)c1ccc2c(c1)c(=O)n(C)c(=O)n2C)C(=O)NC1CCN(Cc2ccccc2)CC1 (configuration not stated),-12,1
Nc1cccc(C(=O)c2ccccc2C(=O)O)c1,0,0
COc1ccc(NC(=O)CN(Cc2ccccc2)S(C)(=O)=O)cc1OC,-5,3
O=C(CC1Sc2ccccc2NC1=O)NNc1ccc(Cl)c(Cl)c1 (configuration not stated),-11,-7
O=C(CCc1ccccc1)Nc1sc2c(c1C(=O)O)CCCC2,7,8
COc1ccccc1C1(O)CCN(C(=O)c2cccs2)CC1,1,7
COc1ccc(-c2nc(CCNC(=O)c3cccs3)cs2)cc1,-19,-2
CCN1CCN(C(=O)/C=C/c2ccc(C)cc2)CC1,-19,4
C/C(CCC1CC(C)OC1=O)=N\NC(N)=S (configuration not stated),-17,6
Cc1onc(-c2ccccc2Cl)c1C(=O)OCC(=O)c1ccc[nH]1,-1,6
Cc1ccccc1NC(=S)N1CCN(Cc2ccccc2)CC1,2,-9
CCN(CC)S(=O)(=O)c1cccc(-c2nnc(SCC(=O)NC)n2N)c1,9,-6
CCOc1ccc(NC(=O)CN(C)C(=O)CCCn2c(=O)oc3ccccc32)cc1OCC,12,-4
CCN(CC)c1ccc(NC(=O)c2ccccc2OCC(=O)OC)cc1,-3,0
COc1ccccc1NC(=O)Nc1ccc(CC#N)cc1,-8,-4
COc1ccccc1-n1nc(C(=O)NCc2ccco2)c2ccccc2c1=O,10,4
Cc1noc(C)c1CSCC(=O)Nc1cc(Cl)ccc1N1CCCCC1,-2,-3
COc1ccc(OCCCC(=O)Nc2cc(S(=O)(=O)N3CCCCC3)ccc2OC)cc1,6,-5
CCOC(=O)C1=C(C)OC(N)=C(C#N)C1c1cc(C)sc1C (configuration not stated),-2,1
CCC1=C(OC(=O)N(CC)CC)N2C(=O)OC(=NCC3CC3)[C@]2(Cc2ccccc2)[C@H]2C1=CC[C@H]1C(=O)N(C)C(=O)[C@H]12,9,1
Cc1ccc(CNC(=O)c2cc(S(=O)(=O)N3CCOCC3)cn2C)cc1,3,-5
CCOc1ccc(N2CC(NS(=O)(=O)c3cccnc3)CC2=O)cc1 (configuration not stated),-14,0
O=C(O)C1Nc2c(O)cc(Cl)c([N+](=O)[O-])c2C2C=CCC12 (configuration not stated),27,-4
CC(C)(C)NNC(=S)Nc1ccc(S(=O)(=O)N2CCOCC2)cc1,-9,10
CC(C)(C)c1[nH]ncc1[N+](=O)[O-],10,1
C[C@H](CO)N1C[C@H](C)[C@@H](CN(C)S(C)(=O)=O)Oc2c(NC(=O)C3CCCCC3)cccc2C1=O,10,-5
COc1ccc(N(CC(=O)Nc2ccccc2C(=O)N2CCOCC2)S(=O)(=O)c2ccc(F)cc2)cc1,-2,3
CCOC(=O)c1ccc[n+](C(C)C(=O)c2ccc(-c3ccccc3)cc2)c1 (configuration not stated),-8,8

# Single values from the results shown.
# `C[C@H](CO)N1C[C@H](C)[C@@H](CN(C)S(C)(=O)=O)Oc2c(NC(=O)C3CCCCC3)cccc2C1=O` in TAG inh → 10
# `COc1ccc(OCCCC(=O)Nc2cc(S(=O)(=O)N3CCCCC3)ccc2OC)cc1` in TAG inh DAPI viability → -5
# `COc1ccc(N(CC(=O)Nc2ccccc2C(=O)N2CCOCC2)S(=O)(=O)c2ccc(F)cc2)cc1` in TAG inh → -2
# `CCOC(=O)C1=C(C)OC(N)=C(C#N)C1c1cc(C)sc1C` (configuration not stated) in TAG inh DAPI viability → 1
# `Cc1ccc(CNC(=O)c2cc(S(=O)(=O)N3CCOCC3)cn2C)cc1` in TAG inh DAPI viability → -5
# `CCOc1ccc(N2CC(NS(=O)(=O)c3cccnc3)CC2=O)cc1` (configuration not stated) in TAG inh → -14
# `CC(C)(C)c1[nH]ncc1[N+](=O)[O-]` in TAG inh → 10

# Source: PubChem
